# Source: PubChem
# TPT1 inhibitor: Candida albicans TPT1 enzyme inhibitors, primary screen, biochemical, fluorescence polarization; actives 0.81% (n = 300,000); inhibition, % at 5 µM; tRNA 2'-phosphotransferase TPT1 (Candida albicans SC5314); recombinant caTPT1, FP RNA substrate dephosphorylation;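 active means inhibition above the mean of all tested compounds plus 3 SD, set per screening campaign, cut at about 24% in these data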;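 further: plate controls were DMSO alone for no effect and ferristatin control at 100 nM for full effect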
# MCL1-BIM inh: inhibitors of MCL1 binding to BIM-BH3, primary screen, biochemical, fluorescence polarization; Induced myeloid leukemia cell differentiation protein Mcl-1 (Homo sapiens), Q07820; GST-MCL1 / FITC-Bim-BH3 fluorescence polarization; inhibition, % at 10.9 µM; actives 0.68% (n = 320,000);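 active means inhibition above the mean inhibition of all tested compounds plus 3 SD, set per campaign, cut at about 40% in these data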;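 further: 0% = DMSO wells and 100% = unlabeled Bim-BH3 peptide control; higher means more loss of mP so more displacement of Bim peptide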
# PAD4 FP inh: human PAD4 inhibitors, primary screen, biochemical, fluorescence polarization, 1536-well format. Protein-arginine deiminase type-4 (Homo sapiens), Q9UM07. recombinant PAD4, RCA probe fluorescence polarization. inhibition, % at 6.36 µM. actives 0.41% (n = 330,000). AID 485272, 2010;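 active means percent inhibition above a cutoff equal to the mean of all tested compounds plus 3 SD, cut at about 15% in these data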;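 further: 0% = PAD4 with RCA probe and DMSO and 100% = probe without PAD4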
# Fam108B counter: mouse Fam108B serine hydrolase inhibitors, primary screen, counter-screen for RBBP9 inhibitor project, biochemical, fluorescence polarization. recombinant Fam108B, FP-Rh probe fluorescence polarization. inhibition, % at 9.51 µM. actives 0.33% (n = 300,000). AID 1947, 2009;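 active means inhibition above the screen mean inhibition plus 3 SD, computed separately per campaign, cut at about 18% in these data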;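 further: inhibitors lower polarization as less probe binds the enzyme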
# GLD-1 RNA inh: GLD-1/TGE RNA complex disruptors, primary screen, biochemical, fluorescence polarization | purified GLD-1 + fluorescein TGE RNA | actives 0.44% (n = 320,000) | Female germline-specific tumor suppressor gld-1 (Caenorhabditis elegans), Q17339 | inhibition, % at 5.96 µM | AID 2280, 2010;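 active means percent inhibition above a per-plate cutoff, the plate mean of test compounds plus 3 SD, cut at about 30% in these data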;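 further: 0% = DMSO wells with GLD-1 and probe and 100% = wells lacking GLD-1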
# MEX-5 binding: MEX-5 zinc finger RNA-binding disruptors – biochemical, C. elegans, fluorescence polarization, MLPCN library, primary screen. MEX-5/FITC-TCR2 RNA binding; stronger effect = lower value. activity score (negative = inhibition of binding), % at 10 µM. actives 0.38% (n = 300,000). AID 1832, 2009;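 active means inhibition past about -25% in most replicates, and total fluorescence under double the plate's negative control median, limit read from the data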;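 further: 0% = DMSO and -100% = 5 µM competing unlabeled TCR2 RNA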
# Target sequence (Q9XUB2 whole entry, looked up): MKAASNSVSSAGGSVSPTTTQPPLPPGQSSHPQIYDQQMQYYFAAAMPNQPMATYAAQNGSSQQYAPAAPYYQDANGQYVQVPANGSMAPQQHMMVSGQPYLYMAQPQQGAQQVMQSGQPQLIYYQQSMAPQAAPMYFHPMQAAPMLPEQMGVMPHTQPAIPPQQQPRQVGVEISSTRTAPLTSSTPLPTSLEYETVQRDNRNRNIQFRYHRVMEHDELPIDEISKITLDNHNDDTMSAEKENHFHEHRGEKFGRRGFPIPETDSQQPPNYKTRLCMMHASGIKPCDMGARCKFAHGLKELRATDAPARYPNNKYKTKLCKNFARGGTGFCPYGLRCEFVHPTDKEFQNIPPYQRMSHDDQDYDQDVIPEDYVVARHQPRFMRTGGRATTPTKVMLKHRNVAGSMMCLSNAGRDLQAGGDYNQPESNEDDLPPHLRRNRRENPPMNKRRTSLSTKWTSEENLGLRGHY
# PME-1 primary: PME-1 inhibitors via competitive probe labeling, primary screen, biochemical, fluorescence polarization, FP-Rh probe, HTS; recombinant PME-1; actives 0.53% (n = 320,000); inhibition, % at 5.9 µM; AID 2130, 2009;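 active means inhibition above the campaign mean of all compounds plus 3 SD, cut at about 26% in these data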;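 further: competitive labeling of PME-1 active site by serine hydrolase directed probe; 0% = PME-1 with DMSO and 100% = wells lacking PME-1 enzyme; inhibitors block probe labeling so polarization falls and inhibition rises; many of its hits are not listed in these tables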
# Target sequence (Q9Y570 whole entry, looked up): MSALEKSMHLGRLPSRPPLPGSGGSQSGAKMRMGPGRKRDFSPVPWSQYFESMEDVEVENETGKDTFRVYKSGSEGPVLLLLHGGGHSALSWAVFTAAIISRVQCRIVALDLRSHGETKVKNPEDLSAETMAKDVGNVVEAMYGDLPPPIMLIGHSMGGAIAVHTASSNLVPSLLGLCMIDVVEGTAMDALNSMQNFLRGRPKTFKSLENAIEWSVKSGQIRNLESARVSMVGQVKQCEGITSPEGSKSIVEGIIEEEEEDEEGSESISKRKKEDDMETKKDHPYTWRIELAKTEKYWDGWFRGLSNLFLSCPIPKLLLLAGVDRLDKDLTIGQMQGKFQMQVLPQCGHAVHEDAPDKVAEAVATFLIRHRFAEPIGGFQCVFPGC
# GSTO1 inh: inhibitors of recombinant GSTO1, primary screen, counter-screen for RBBP9 inhibitor project, biochemical, fluorescence polarization; inhibition, % at 5.96 µM; AID 1974, 2009; Glutathione S-transferase omega-1 (Homo sapiens), P78417; actives 1.1% (n = 300,000); activity-based probe fluorescence polarization;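 active means inhibition above the campaign mean inhibition plus 3 SD, cut at about 35% in these data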;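 further: 0% = GSTO1-1 with DMSO and 100% = wells lacking GSTO1-1 enzyme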
# Target sequence (P78417 whole entry, looked up): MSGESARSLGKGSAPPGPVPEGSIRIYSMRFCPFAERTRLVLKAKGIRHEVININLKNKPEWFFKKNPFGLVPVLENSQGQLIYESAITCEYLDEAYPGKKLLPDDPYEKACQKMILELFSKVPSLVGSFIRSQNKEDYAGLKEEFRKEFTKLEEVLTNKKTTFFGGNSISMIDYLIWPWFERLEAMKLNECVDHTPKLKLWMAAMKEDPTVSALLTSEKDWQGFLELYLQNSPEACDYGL
# BCLXL inh: inhibitors of human Bcl-xL, primary screen, biochemical, fluorescence polarization, HTS. Bcl-2-like protein 1 (Homo sapiens), Q07817. GST-Bcl-xL / FITC-Bim BH3 peptide fluorescence polarization. inhibition, % at 10.9 µM. actives 0.7% (n = 320,000). AID 2129, 2009;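 active means inhibition above the mean of all tested compounds plus 3 SD, cutoff set per campaign, cut at about 30% in these data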;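 further: 0% = DMSO wells and 100% = unlabeled Bim-BH3 peptide competitor; inhibitors lower millipolarization by displacing the labeled peptide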
# Active calls of the source: *; x = not tested or not shown. A portion of the library; count on the stated rates, not on these rows.
SMILES,TPT1 inhibitor,MCL1-BIM inh,PAD4 FP inh,Fam108B counter,GLD-1 RNA inh,MEX-5 binding,PME-1 primary,GSTO1 inh,BCLXL inh
CCc1nnc(NC(=O)CCN(c2cc(C)cc(C)c2)S(=O)(=O)c2ccc(Cl)cc2)s1,-4.2,3.4,-6.6,2.5,4.2,1.0,-1.9,3.5,0.0
O=C(COC(=O)C1=COCCO1)NC1CCCCC1,-0.5,-0.3,-3.1,-1.6,1.7,-3.9,-4.8,-11.3,4.0
O=C(NCCC1=CCCCC1)c1cc2ccccc2oc1=O,0.4,3.1,-2.0,3.2,1.6,-1.7,1.7,2.6,5.7
O=C1CC2(CCN(C(=O)C3CC(=O)N(c4ccccc4)C3)CC2)Oc2ccccc21 (configuration not stated),0.3,-0.6,-1.8,-0.1,-7.7,1.2,-2.4,3.7,1.7
Cc1nnc(SCC(=O)N(C(C)C)C(C)C)[nH]c1=O,-1.9,1.3,-3.0,-2.5,1.7,2.3,-2.1,4.9,6.3
COc1nc(N)c(S(=O)(=O)c2ccc(C)cc2)cc1C#N,28.7*,-30.0,-2.6,-4.1,-28.1,-0.5,2.6,-5.0,-20.6
CCCS(=O)(=O)N1CCC(C(=O)NCc2cccnc2)CC1,-0.3,5.3,0.1,0.4,-4.9,0.4,2.8,-2.9,3.7
CCN(CC(=O)Nc1ccc(NC(C)=O)cc1)C(=O)/C=C/c1c(C)nn(-c2ccc(F)cc2)c1C,-2.2,-8.4,1.1,7.2,-1.8,-0.3,-1.4,8.0,-7.3
Cc1sc(NC(=O)CSc2nnnn2C2CCCCC2)c(C#N)c1C,-0.1,0.3,0.3,-3.5,4.0,-0.1,-3.2,-9.7,1.8
COc1ccc(-n2ncc3c(=O)n(CC(=O)N4CCCc5ccccc54)cnc32)cc1,-2.2,6.8,-3.2,-0.3,3.5,x,2.8,-3.7,3.6
Clc1ccc(C2[C@H]3CN(CC4CCCCC4)[C@H](c4ccccc4)C34CC2(c2ccccc2)C4)cn1 (some centres not stated),-1.8,6.4,0.8,0.3,2.7,-1.0,0.4,4.5,4.0
CCN(CC)CCNC(=O)/C(=C/c1cn(C)c2ccccc12)NC(=O)c1ccc(OC)c(OC)c1,-0.3,5.2,-0.1,-0.5,-67.4,-2.7,3.8,-3.0,1.6
Cc1ccc(OCC(=O)NCCCNC(=O)c2ccccn2)cc1C,-1.4,2.6,-4.3,-0.5,11.1,2.0,-2.5,6.3,0.1
CC1CCCC(C)N1/N=C/c1cccc(Br)c1 (configuration not stated),1.2,-10.7,-1.8,-0.4,3.5,3.0,-2.1,-1.8,-2.9
COc1ccccc1C(CCNCc1ccccc1)c1ccc(OC(C)C)cc1 (configuration not stated),1.1,-0.6,1.7,1.8,2.2,1.0,-4.9,4.5,-4.2
NC(=S)N/N=C/c1cc([N+](=O)[O-])ccc1OCCOc1ccccc1,-3.6,9.3,1.6,-0.1,-1.4,0.1,-8.6,8.6,0.3
CN(c1ccccc1C(=O)NCc1ccccc1Cl)S(=O)(=O)c1ccccc1,-1.7,3.6,-0.8,2.2,-3.0,2.3,5.7,-2.7,4.7
CC1CCCCC1n1c(=S)[nH]c2ccccc2c1=O (configuration not stated),0.5,6.8,-4.0,-5.9,2.8,2.9,-1.1,3.4,-0.8
COc1ccc(/C=C/C(=O)Nc2ccc(NC(C)=O)cc2)cc1S(=O)(=O)N1CCOCC1,-0.8,3.9,1.8,1.9,3.2,0.7,-2.7,-1.2,-7.4
Cc1ccccc1[C@@H]1C(C#N)=C(N)S[C@H]1C(=O)c1ccccc1,1.0,-0.4,-2.3,1.8,6.8,-0.1,7.6,4.9,3.6
CC(C)C(NC(=O)CN(c1cccc(F)c1)S(C)(=O)=O)C(C)C,4.1,5.4,0.3,-0.6,0.8,-1.0,4.2,-2.3,5.9
O=C(C1CCC(=O)N1Cc1cccs1)N1CCOCC1 (configuration not stated),-4.0,-1.5,0.5,-2.6,-0.8,1.6,-3.5,3.3,2.2
CN1CCN(c2ccc(CNS(=O)(=O)c3ccc(Cl)cc3)cc2)CC1,-4.4,-5.5,0.5,1.9,-3.2,-0.3,-10.5,2.9,4.2
COc1ccc(S(=O)(=O)N2CCOC23CCN(S(=O)(=O)c2cc(C)ccc2C)CC3)cc1,0.5,4.6,4.4,2.9,0.6,-1.4,-2.5,9.5,5.4
CCS(=O)(=O)c1ccc2oc(SCC(=O)NC3CCCC(C)C3C)nc2c1 (configuration not stated),3.5,-3.9,-5.9,0.4,7.7,-1.4,3.4,7.7,-1.4
# The results go on:
SMILES,TPT1 inhibitor,MCL1-BIM inh,PAD4 FP inh,Fam108B counter,GLD-1 RNA inh,MEX-5 binding,PME-1 primary,GSTO1 inh,BCLXL inh
CCCN1C(=O)SC(CC(=O)Nc2ccc(Br)cc2)C1=O (configuration not stated),4.1,3.2,8.2,-7.8,4.3,2.2,-8.7,20.1,-0.4
O=C(O)c1ccccc1C(=O)Nc1ccc(Oc2ccccc2)cc1,1.2,-0.3,4.3,-1.9,-2.8,4.0,-2.5,1.9,-1.4
O=c1c(-c2ccccc2)c[nH]n1-c1cccc([N+](=O)[O-])c1,-3.1,-7.0,-6.6,5.2,-7.2,-0.4,2.1,1.5,-3.4
COc1cc(-c2ccccc2)[nH]c(=S)n1,x,11.6,9.4,x,6.7,x,-3.0,x,3.8
COc1ccc2sc(-c3ccccc3OC)c(C#CC(C)(C)O)c2c1,x,-1.5,3.3,x,-1.2,x,-5.7,x,4.6
COc1ccc(-c2c(C#Cc3ccsc3)c3cc(-c4cccc5[nH]ccc45)ccc3n2C)cc1,x,-18.1,-8.8,x,5.3,x,-3.1,x,-9.6
CSc1ccccc1NC(=O)Nc1cccc(Cl)c1,-1.3,6.7,1.4,1.3,6.4,2.5,-8.9,-7.6,-4.1
O=C(NC(=S)Nc1cccc2ncccc12)c1ccccc1,2.4,12.4,3.3,8.1,7.7,-1.8,-2.2,1.5,11.1
S=C(Nc1ccc(Oc2ccccc2)cc1)N1CCOCC1,-2.8,4.2,-7.0,-3.8,-5.0,1.4,-3.1,4.7,8.5
O=C(NCCc1ccccc1)N1CCCC(CNS(=O)(=O)Cc2ccccc2)C1 (configuration not stated),-1.9,1.3,-0.1,-1.0,2.6,2.4,-0.4,13.2,1.8
CN1C(=O)NC(NC(=O)c2ccncc2)(C(F)(F)F)C1=O (configuration not stated),1.5,-0.7,0.6,-1.4,5.0,2.0,-3.6,4.3,2.0
Cc1cccc(NS(=O)(=O)c2cc3c4c(c2)CC(=O)N4CCC3)c1C,3.3,1.7,0.9,-0.5,1.1,-0.4,2.2,-6.5,6.8
CC(C)[C@H](NC(=O)[C@H](CCCN=C(N)N)NC(=O)NC(Cc1ccccc1)C(=O)O)C(=O)NC(C=O)CCCN=C(N)N (some centres not stated),0.8,4.0,2.5,-3.5,3.2,2.1,-0.6,0.8,6.5
CCN(CC(=O)Nc1ccc(C(C)=O)cc1)CC(=O)Nc1cccc(OC)c1,0.2,2.7,0.2,2.7,0.0,-2.4,-4.1,-2.8,-0.9
C=CCc1cccc(/C=C/c2cc(=O)c3ccccc3[nH]2)c1O,6.0,-3.7,-3.2,-0.2,5.8,-3.5,-43.2,4.2,2.5
O=C(COC(=O)CCS(=O)(=O)c1ccccc1)Nc1ccccc1,x,-10.9,-1.0,x,0.0,x,-1.6,x,-3.1
O=C1NCCN1C(=O)c1ccccc1F,-0.1,-1.4,-0.8,-2.0,5.2,0.1,4.9,2.9,3.6
C=CCNC(=O)c1cccc(OC2CCN(CC(C)(C)C)CC2)c1,-4.2,7.3,-1.4,1.6,8.7,-8.6,5.6,7.7,5.8
CNC(=O)/C=C/c1cc(C(=O)c2ccc(Cl)cc2Cl)cn1C,2.0,1.4,-4.5,0.0,-7.5,0.8,-4.0,-3.1,-3.9
COC(=O)c1c(NC(=O)CSc2ncnc3ccccc23)sc(C)c1C,-1.9,1.4,11.3,-6.8,3.5,-1.4,-1.4,-39.9,2.7
CCCCOC(=O)CSCC(=O)Nc1cc(C)on1,-0.1,-4.3,4.3,-0.2,1.7,-2.4,-5.9,-9.4,-1.2
O=C(CN(CCc1ccccc1)Cc1ccccc1)Oc1ccccc1P(=O)(O)O,1.1,-2.4,-0.8,-2.8,-7.2,-2.4,3.8,2.9,2.3
CCc1ccc(/C=N/NC(=O)C(=O)NCCCN2CCOCC2)cc1,-1.6,-2.4,-6.9,-2.6,-1.7,0.7,-2.8,-2.7,-1.4
Cc1cc(C)nc(SCC(=O)c2ccc(F)c(C)c2)n1,1.2,-1.8,5.9,-2.6,0.7,-0.2,4.8,7.2,-0.8
CCc1nn(C(C)C(=O)NC(C)CCc2ccco2)c(=O)c2cc3occc3n12 (configuration not stated),-5.0,0.6,-1.1,1.0,0.2,2.0,-3.1,1.8,6.1
# More records:
SMILES,TPT1 inhibitor,MCL1-BIM inh,PAD4 FP inh,Fam108B counter,GLD-1 RNA inh,MEX-5 binding,PME-1 primary,GSTO1 inh,BCLXL inh
O=[N+]([O-])c1ccc(/C=N/Nc2nc(N3CCCCCC3)nc(N3CCCCCC3)n2)o1,15.2,-0.2,1.5,7.8,-2.4,1.6,3.6,-2.2,-5.5
Cc1csc(OCC(=O)Nc2ccc(C)c(C)c2)n1,-2.7,-2.8,0.7,2.6,5.3,-3.5,-1.7,5.5,2.0
Cc1ccccc1OCC(=O)OCC(=O)c1ccc(-c2ccccc2)cc1,-2.1,5.3,-1.4,-2.6,-1.0,1.0,-1.9,-0.6,3.5
CN(C(=O)c1ccccc1)c1ccc(OCC(=O)NC2CCS(=O)(=O)C2)cc1 (configuration not stated),1.9,-3.0,-9.1,-4.7,1.7,0.8,-9.6,9.3,2.5
Cc1ccc(NC(=O)C2CC(=O)N/C(=N/N=C/c3ccco3)S2)cc1C (configuration not stated),-1.9,8.8,-3.3,1.6,-4.8,-3.6,-3.2,2.3,6.2
O=C1N(CC(=O)N2CCc3ccccc32)CCN1Cc1ccccc1Cl,-4.3,0.6,-6.5,-0.8,-7.5,-1.1,0.5,-1.4,-1.4
Cc1ccc(NC(=O)CN2CCN(S(=O)(=O)c3cccs3)CC2)cc1S(=O)(=O)N(C)C,1.4,-12.7,3.9,-3.9,-6.4,1.5,3.9,10.0,-14.6
CCCCn1c(SCC(=O)c2ccccc2)nc2c1c(=O)[nH]c(=O)n2C,0.1,1.5,5.6,2.0,6.5,-0.1,2.0,0.9,-2.2
CCC(C)N(C(=O)COc1ccc(NC(C)=O)cc1)C1CCS(=O)(=O)C1 (configuration not stated),0.6,-3.1,3.9,0.3,2.5,0.2,2.1,8.1,0.8
